# Screens deposited in PubChem by several laboratories.
# TROY signal inh: inhibitors of TROY-driven NF-kB signaling, primary screen, Q293 LMP1-TROYcd cells, NF-kB luciferase, uHTS | actives 0.98% (n = 360,000) | inhibition, % at 10 µM | Q293 LMP1-TROYcd NF-kB luciferase reporter, 4 h | AID 1347056, 2019;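 active = compounds whose plate-normalised and pattern-corrected inhibition of the luciferase reporter signal at the single screening dose is 50% or more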
# TWEAK Fn14 block: inhibitors of TWEAK-Fn14 signaling, primary screen, luciferase reporter cells, uHTS; TWEAK-stimulated Fn14 reporter cells, luciferase luminescence, 8 h; inhibition, % at 10 µM; actives 2% (n = 360,000); AID 1159606, 2016; in the data active = inhibition above about 50%
# Shn3 inh set2: reduction of Shn3 3'UTR firefly luciferase signal, primary screen, Schnurri-3 inhibitor project, cell-based, Clone20 osteoblasts, set 2. actives 0.52% (n = 360,000). Clone20 osteoblast Shn3 3'UTR firefly luciferase, 24 h. AID 588674, 2011. inhibition, % at 12.5 µM;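 active = mean inhibition of at least 75% with every replicate also reaching 75%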;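 also: 0% = median of neutral control wells and 100% = pilot-screen positive control compound; some compounds past the cut are filed as inactive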
# LMP1 NFkB inh: EBV LMP1-driven NF-kappaB luciferase reporter inhibitors, primary screen, cell-based, luminescence, single point; LMP1-induced NF-kappaB luciferase reporter cells; inhibition, % at 12.5 µM; actives 0.69% (n = 350,000); in the data active = inhibition above about 41%;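 also: 0% = neutral control wells and 100% = reference inhibitor control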
# KKLEB cytotox: cytotoxicity in KKLEB CF airway cells, primary screen, cytotoxicity control for CF NF-kB inhibitor project, cell-based, uHTS, fluorescence assay plates; KKLEB CF airway cells viability, ATPlite luminescence, overnight; stronger effect = lower value; cells stimulated with P. aeruginosa culture filtrate; activity change (cytotoxicity), % at 5 µM; actives 0.36% (n = 360,000);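 active = corrected activity change at or below -50% at 5 µM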
# SRC3 inh: SRC3 coactivator transcriptional activity inhibitors, primary screen, cell-based, luminescence. actives 0.17% (n = 360,000). Nuclear receptor coactivator 3 (Homo sapiens), Q9Y6Q9. AID 588352, 2011. inhibition, % at 3.6 µM. HEK293 GAL4-SRC3 luciferase reporter;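 active = inhibition above a per-campaign cutoff, the mean of all compounds plus 3 SD, cut at about 60% in these data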;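 also: 0% = DMSO-treated cells and 100% = gossypol-treated cells at 36 µM; higher means less SRC3-driven luciferase light from the GAL4 reporter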
# NR2F2 inh: NR2F2 transcriptional activity inhibitors, primary screen, cell-based, luciferase reporter, HEK293T, luminescence; COUP transcription factor 2 (Homo sapiens), P24468; actives 0.7% (n = 370,000); HEK293T NGFI-A luciferase reporter; inhibition, % at 8.6 µM;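 active = inhibition above a per-plate cutoff, mean inhibition of test wells between control levels plus 3 SD, cut at about 38% in these data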;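 also: cells cotransfected with COUP-TFII expression vector driving the NGFI-A reporter; 0% = median of COUP-TF2 test wells and 100% = reporter-only cells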
# Target sequence (P24468 whole entry, looked up): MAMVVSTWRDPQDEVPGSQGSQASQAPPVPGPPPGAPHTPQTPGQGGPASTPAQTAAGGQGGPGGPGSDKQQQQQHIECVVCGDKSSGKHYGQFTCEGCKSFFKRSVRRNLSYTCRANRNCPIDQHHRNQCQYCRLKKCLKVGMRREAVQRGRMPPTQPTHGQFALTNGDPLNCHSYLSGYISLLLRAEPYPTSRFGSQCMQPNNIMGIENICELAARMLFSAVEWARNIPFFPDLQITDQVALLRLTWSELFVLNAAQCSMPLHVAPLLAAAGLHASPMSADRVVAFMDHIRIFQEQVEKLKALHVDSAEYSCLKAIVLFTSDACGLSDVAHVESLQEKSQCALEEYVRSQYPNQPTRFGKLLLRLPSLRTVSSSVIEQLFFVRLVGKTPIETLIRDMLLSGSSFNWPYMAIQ
# CF NFkB inh: inhibitors of PAF-induced NF-kB signaling, primary screen, cell-based, GFP fluorescence, uHTS; KKLEB NF-kB-GFP reporter, GFP fluorescence overnight; inhibition, % at 5 µM; actives 0.86% (n = 360,000); AID 588850, 2011;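 active = at least 50% inhibition at 5 µM, scaled per plate between neutral and stimulator controls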;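 also: PAF is a Pseudomonas aeruginosa culture filtrate used as stimulus; plate controls were PAF-stimulated DMSO wells for no effect and unstimulated DMSO wells for full effect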
# C8 TRAIL sens: viability loss with TRAIL in NB7+C8 cells, primary screen, TRAIL sensitizer project, cell-based, ATPlite luminescence; inhibition (viability loss, TRAIL sensitization), % at 10 µM; AID 624354, 2012; actives 1% (n = 360,000);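 active = compounds causing at least 50% loss of cell viability in the single-dose screen, relative to plate controls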
# LRH-1 inv ag: LRH-1 (NR5A2) inverse agonists, primary screen, cell-based, luminescence, HEK293T, StAR-luciferase reporter. AID 602396, 2012. inhibition, % at 3.6 µM. actives 0.13% (n = 360,000). Nuclear receptor subfamily 5 group A member 2 (Homo sapiens), O00482. LRH-1 transfected, 24 h;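 active = inhibition above the mean inhibition of all tested compounds plus 3 SD, cut at about 73% in these data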;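 also: 0% = DMSO wells and 100% = reporter-only cells lacking LRH-1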
# Target sequence (O00482 whole entry, looked up): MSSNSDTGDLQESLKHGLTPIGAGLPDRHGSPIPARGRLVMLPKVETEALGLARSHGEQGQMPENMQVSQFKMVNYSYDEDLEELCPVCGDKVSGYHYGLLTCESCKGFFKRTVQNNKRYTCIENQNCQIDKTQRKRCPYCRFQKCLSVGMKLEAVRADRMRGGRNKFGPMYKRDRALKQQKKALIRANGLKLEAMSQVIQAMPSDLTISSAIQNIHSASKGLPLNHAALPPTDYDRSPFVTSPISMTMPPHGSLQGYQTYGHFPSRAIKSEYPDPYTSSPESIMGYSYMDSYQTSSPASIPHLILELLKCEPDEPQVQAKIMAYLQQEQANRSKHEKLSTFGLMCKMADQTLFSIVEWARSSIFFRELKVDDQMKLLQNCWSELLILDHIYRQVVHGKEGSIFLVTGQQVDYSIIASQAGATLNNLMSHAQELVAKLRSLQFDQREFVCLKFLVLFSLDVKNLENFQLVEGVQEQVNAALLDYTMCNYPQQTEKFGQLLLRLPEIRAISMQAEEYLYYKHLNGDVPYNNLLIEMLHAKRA
# SRC1 inh: SRC1 coactivator transcriptional activity inhibitors, primary screen, cell-based, luminescence; Nuclear receptor coactivator 1 (Homo sapiens), Q15788; HEK293 GAL4-SRC1 luciferase reporter; inhibition, % at 3.6 µM; actives 0.12% (n = 360,000);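 active = inhibition above the campaign mean plus 3 SD, with each screening campaign given its own cutoff, cut at about 60% in these data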;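 also: 0% = DMSO treated cells and 100% = gossypol at 36 µM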
# * = called active by the depositor; nt = no result given. The list is partial. The share of hits here may be higher or lower than overall.
SMILES,TROY signal inh,TWEAK Fn14 block,Shn3 inh set2,LMP1 NFkB inh,KKLEB cytotox,SRC3 inh,NR2F2 inh,CF NFkB inh,C8 TRAIL sens,LRH-1 inv ag,SRC1 inh
Cc1ccc(S(=O)(=O)N(C)C)cc1NC(=O)c1cccs1,5,5,7,7,3,-8,-22,5,-24,0,2
COc1ccc(S(=O)(=O)N/N=C(/C)c2ccncc2)c(OC)c1,17,-8,-6,8,-2,6,6,19,-7,23,-8
O=C(Nc1ccc(C(F)(F)F)cc1)c1cccnc1N1CCOCC1,-9,13,7,2,-13,0,-4,5,8,0,13
CC(C)Oc1ccc(CN2CCC2(C)C(=O)NCc2ccc(C(F)(F)F)cc2)cc1 (stereo not given),9,8,-12,nt,6,-6,1,4,8,7,9
O=C1C2C3C=CC(C4CC34)C2C(=O)N1CCc1ccccc1 (stereo not given),-81,-33,-35,-15,-2,-11,-10,2,2,-27,-40
Cc1cc(C)c(C#N)c(SCC(=O)NC(C)(C)C)n1,1,-12,-29,0,9,3,-10,-25,15,-12,1
CCOC(=O)c1ccc(NC(=O)Nc2c(C)n(C)n(-c3ccccc3)c2=O)cc1,1,10,0,3,4,-18,-13,-15,-28,16,-16
O=S(=O)(Nc1ccccc1N1CCCCC1)c1ccccc1,13,7,15,-7,4,-24,21,-1,-6,-13,4
COc1ccc(OC)c(S(=O)(=O)N2CCCC2C(=O)N2CCc3ccccc3C2)c1 (stereo not given),31,30,11,-1,1,11,9,5,-34,-13,-3
Cc1ccc2sc(N(CCCN(C)C)C(=O)c3ccc(S(=O)(=O)N4CCOCC4)cc3)nc2c1C,-16,0,-19,-12,-5,-3,2,20,-18,-18,-3
CSCCC(NS(=O)(=O)c1ccccc1F)C(=O)N1CCCCCCC1 (stereo not given),4,8,9,5,7,-1,7,-11,-19,10,11
CC(C)(C)c1ccc(Cn2nnc3c(=O)[nH]c(C4CCCN(C(=O)Cc5cccs5)C4)nc32)cc1 (stereo not given),7,-7,11,12,17,7,26,-8,-14,2,8
Cc1cn(CC(=O)NCc2ccc(N(C)C)cc2)c(=O)[nH]c1=O,-8,5,-20,2,-6,-2,-2,2,3,1,10
COc1ccc(N2CC(C)Cn3c2nc2c3c(=O)n(Cc3ccccc3)c(=O)n2C)c(OC)c1 (stereo not given),17,-12,17,5,-7,5,-4,5,14,-26,19
COc1ccc(S(=O)(=O)N2CCN(C(=O)CCNC(=O)c3ccccc3Cl)CC2)cc1,3,6,-18,-3,17,-8,-11,0,-3,2,4
COc1ccc(C(=O)/C=C/C(=O)N(CC(=O)NC2CCCCC2)CC2CCCO2)c(O)c1 (stereo not given),50*,84*,-8,29,-17,2,20,48,12,17,-31
COc1cccc(OC)c1C(=O)Nc1c(C(=O)N2CCN(c3ccccn3)CC2)oc2ccccc12,-10,-10,12,6,22,6,5,-26,27,1,2
Cc1ccc(NC(=O)CN(C)C(=O)CSc2nc(C)cs2)cc1,31,-12,14,-4,4,18,11,-8,-6,23,-9
Cc1cccc(NC(=O)CN2C(=S)NC(C)(C)CC2C)c1 (stereo not given),-9,-3,-10,-4,-4,1,-17,16,-4,13,-10
Cc1onc(-c2ccccc2)c1C(=O)N(CC(C)C)c1c(N)n(CC(C)C)c(=O)[nH]c1=O,0,14,-3,1,4,10,-8,17,3,8,-6

# Reprinted at random: seven records from the list
SMILES,TROY signal inh,TWEAK Fn14 block,Shn3 inh set2,LMP1 NFkB inh,KKLEB cytotox,SRC3 inh,NR2F2 inh,CF NFkB inh,C8 TRAIL sens,LRH-1 inv ag,SRC1 inh
Cc1onc(-c2ccccc2)c1C(=O)N(CC(C)C)c1c(N)n(CC(C)C)c(=O)[nH]c1=O,0,14,-3,1,4,10,-8,17,3,8,-6
Cc1cn(CC(=O)NCc2ccc(N(C)C)cc2)c(=O)[nH]c1=O,-8,5,-20,2,-6,-2,-2,2,3,1,10
Cc1cccc(NC(=O)CN2C(=S)NC(C)(C)CC2C)c1 (stereo not given),-9,-3,-10,-4,-4,1,-17,16,-4,13,-10
COc1ccc(S(=O)(=O)N2CCN(C(=O)CCNC(=O)c3ccccc3Cl)CC2)cc1,3,6,-18,-3,17,-8,-11,0,-3,2,4
COc1ccc(C(=O)/C=C/C(=O)N(CC(=O)NC2CCCCC2)CC2CCCO2)c(O)c1 (stereo not given),50*,84*,-8,29,-17,2,20,48,12,17,-31
CC(C)(C)c1ccc(Cn2nnc3c(=O)[nH]c(C4CCCN(C(=O)Cc5cccs5)C4)nc32)cc1 (stereo not given),7,-7,11,12,17,7,26,-8,-14,2,8
CSCCC(NS(=O)(=O)c1ccccc1F)C(=O)N1CCCCCCC1 (stereo not given),4,8,9,5,7,-1,7,-11,-19,10,11

# Carrying on.
SMILES,TROY signal inh,TWEAK Fn14 block,Shn3 inh set2,LMP1 NFkB inh,KKLEB cytotox,SRC3 inh,NR2F2 inh,CF NFkB inh,C8 TRAIL sens,LRH-1 inv ag,SRC1 inh
CC1CCCN(C/C=C/c2ccccc2[N+](=O)[O-])C1 (stereo not given),7,4,8,-8,6,7,8,1,-13,-16,-2
NC(=O)CC(NC(=O)c1ccc(Br)cc1)c1ccc(N2CCCCCCC2)c([N+](=O)[O-])c1 (stereo not given),24,7,68,8,-15,28,8,4,-18,37,-6
COc1ccc2cc(C(N)=O)c(=Nc3ccc(C)cc3)oc2c1,7,67*,-57,26,-14,-23,17,63*,4,-43,-30
COc1cccc(CN(C)C(=O)c2ccc(NC(=O)CC3SC(N4CCCCC4)=NC3=O)cc2)c1OC (stereo not given),-4,-13,-7,-3,-18,-25,-19,30,2,-17,-13
Cc1cc(C)n2c(Br)c(CSc3nc4ccccc4s3)nc2n1,-15,-9,-40,-10,-6,-51,-12,7,15,-51,-44
CC(=O)Nc1n[nH]c(-c2ccc(C)cc2)c1C,-13,-7,1,-2,-8,0,-12,15,0,8,0
O=[N+]([O-])c1cccc(Cl)c1CSc1ccccn1,-75,-11,-99,-4,7,-5,8,-1,7,-12,-12
COC(=O)C(O)(CC(=O)Nc1cc(Cl)ccc1Cl)C(F)(F)F (stereo not given),-14,-14,-8,4,5,8,0,9,-20,-18,7
O=C(c1cc(Br)ccc1Cl)N1CCCC1,9,-6,5,-17,-2,14,3,-20,0,24,-5
COc1ccc(/C=N/S(=O)(=O)c2ccc(C)cc2)cc1,1,2,-5,-4,10,16,0,-14,8,-10,-6
CN1C(=O)/C(=C/c2ccc(OCc3ccc(C(=O)O)cc3)c(Cl)c2)NC1=S,-14,26,13,-6,9,-18,18,6,6,-9,-23
Cc1cccc(NC(=O)c2oc(=O)c3ccccc3c2-c2ccccc2)c1C,1,1,-7,-5,2,-11,6,3,-4,19,16
CC(C)COc1cccc(C(=O)Nc2cc(S(=O)(=O)N3CCOCC3)ccc2N2CCCC2)c1,0,-14,22,8,3,-2,12,13,-16,20,-10
COc1cc(/C=N/n2cnnc2-n2nc(C)cc2C)cc([N+](=O)[O-])c1O,3,4,-1,0,-4,3,11,-10,5,-11,-12
COc1ccc(-c2cn[nH]c2-c2ccc(OCc3ccc(F)cc3)cc2O)cc1OC,48,46,51,13,-5,23,31,21,4,13,13
COc1ccc(NC(=O)Cc2coc3cc(C)ccc23)cc1S(=O)(=O)N1CCOCC1,-9,-10,-14,0,18,-25,2,-34,-6,0,-5
Cc1cc(/C=C(\C#N)C(=O)NCc2ccco2)c(C)[nH]1,13,-26,-32,-8,1,0,-12,3,-3,-15,-19
CCNc1nc(NCC)nc(N(n2cnnc2)S(=O)(=O)c2ccc(C)cc2)n1,-5,0,7,-10,-10,8,0,10,10,8,-5
O=C(c1sccc1Br)N1CCN(Cc2ccc3c(c2)OCO3)CC1,8,-29,8,30,0,24,1,-2,7,12,3
CCOC(=O)N1CCN(CC(=O)Nc2ccc(F)c(F)c2F)CC1,1,-6,0,4,10,11,13,-4,-6,-2,-2
O=S(=O)(NCCCN1CCOCC1)c1ccc(Cl)s1,4,-12,5,4,4,5,-8,-27,13,9,-7
O=C(NN1C(=O)c2ccccc2C1=O)C1CC2CCC1C2 (stereo not given),-18,17,9,8,4,21,9,1,4,9,-1
CCn1c(CNc2ccc(F)cc2)nnc1SCC(=O)N1CCCc2ccccc21,8,-19,21,-21,2,12,18,14,-4,4,-10
CC(=O)N=c1c(C#N)cc2c(=O)n3ccccc3nc2n1Cc1ccccc1,4,-5,-6,-6,3,15,-2,-6,-8,-1,-8
CC(=O)c1cccc(NC(=O)C(C)OC(=O)CCc2nc3ccccc3c(=O)[nH]2)c1 (stereo not given),12,3,-2,-7,9,1,3,-7,10,-10,14
CSCCC(Nc1ccc(S(=O)(=O)N2CCOCC2)cc1[N+](=O)[O-])C(=O)OCC(=O)NCC(C)C (stereo not given),4,-23,-27,11,18,14,-4,-4,-7,-2,-31
COc1ccc(-c2nc(-c3ccccc3OC)no2)cc1OC,-63,-13,-90,-5,-11,-53,-49,-17,6,-89,-65
